SR-BI DiI-HDL act: activators of SR-BI mediated HDL lipid uptake; CHO ldlA[mSR-BI] cells, DiI-HDL uptake fluorescence, 3 h; 100 = double the neutral-control signal; activation, % at 12.5 µM; 0.096% of 320,000 active; AID 504775;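 active = mean replicate activation of at least 60% and every replicate at or above 60%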;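 note: 0% = median plate neutral-control signal and 100% = twice that signal; values of inactives mirror those of a sister screen read the other way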
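Test system: SR-BI-overexpressing, LDLR-lacking CHO cells. Measured by: DiI fluorescence, bottom read. Medium: Ham's F12 with 0.5% BSA, HEPES 25 mM, pH 7.4. Timing: 3 h uptake period with compound, 37 °C.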
DAGLB inhibitor: blocks human DAGLB lipase activity. inhibition, % at 5.17 µM. 0.059% of 340,000 active. Q8NCG7. HEK293T DAGLB membrane lysate, EnzChek fluorogenic substrate; in the data active = inhibition above about 34%;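 note: 0% = enzyme with vehicle and 100% = wells lacking enzyme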
RTF Ca sens inh: cardiac RTF calcium desensitization; P19429+P45379; IANBD-labeled cardiac RTF, Ca2+ fluorescence; AID 493244; 0.12% of 340,000 active; inhibition, % at 7.15 µM;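 active = inhibition above the mean inhibition of all tested compounds plus 3 SD, cut at about 17% in these data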;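 note: assay run at fixed EC70 calcium of 1.6 mM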
PKA-R2B act: activators of human PKA-R2B complex. P22694+P31323. PKA-R2B holoenzyme dissociation, Cy5-IP20 fluorescence polarization; R2B truncated from residue 108, S112A mutant; 0% DMSO only, 100% 113 µM cGMP. activation, % at 11.4 µM. 0.079% of 340,000 active;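 active = activation above a cutoff set at the mean over all compounds plus 3 SD, cut at about 18% in these data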;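 note: higher means more holoenzyme dissociation and a rise in polarization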
Target sequence (P31323 whole entry, looked up, other chains not shown, the tested form may be a part): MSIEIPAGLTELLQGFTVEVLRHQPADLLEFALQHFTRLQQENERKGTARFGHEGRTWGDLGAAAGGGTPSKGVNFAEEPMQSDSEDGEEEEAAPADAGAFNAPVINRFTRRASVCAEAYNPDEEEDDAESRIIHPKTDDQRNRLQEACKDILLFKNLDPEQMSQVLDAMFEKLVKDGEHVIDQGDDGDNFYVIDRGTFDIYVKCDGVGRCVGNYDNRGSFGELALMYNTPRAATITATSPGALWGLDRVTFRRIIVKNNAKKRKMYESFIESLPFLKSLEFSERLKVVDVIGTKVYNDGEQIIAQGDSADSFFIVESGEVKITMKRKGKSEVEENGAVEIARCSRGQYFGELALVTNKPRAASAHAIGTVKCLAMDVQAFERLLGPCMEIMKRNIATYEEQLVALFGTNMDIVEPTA
SR-BI DiI inh: blocks mouse SR-BI lipid uptake from DiI-HDL | 0.96% of 320,000 active | ldlA[mSR-BI] CHO cells, DiI-HDL uptake fluorescence, 3 h | Q61009 | inhibition, % at 12.5 µM;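 active = mean replicate inhibition of at least 70% and a set share of replicates each scoring 70 or more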;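 note: 0% = median of neutral control wells and 100% = median of positive control wells; values of inactives mirror those of a sister screen read the other way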
Target sequence (Q61009 whole entry, looked up): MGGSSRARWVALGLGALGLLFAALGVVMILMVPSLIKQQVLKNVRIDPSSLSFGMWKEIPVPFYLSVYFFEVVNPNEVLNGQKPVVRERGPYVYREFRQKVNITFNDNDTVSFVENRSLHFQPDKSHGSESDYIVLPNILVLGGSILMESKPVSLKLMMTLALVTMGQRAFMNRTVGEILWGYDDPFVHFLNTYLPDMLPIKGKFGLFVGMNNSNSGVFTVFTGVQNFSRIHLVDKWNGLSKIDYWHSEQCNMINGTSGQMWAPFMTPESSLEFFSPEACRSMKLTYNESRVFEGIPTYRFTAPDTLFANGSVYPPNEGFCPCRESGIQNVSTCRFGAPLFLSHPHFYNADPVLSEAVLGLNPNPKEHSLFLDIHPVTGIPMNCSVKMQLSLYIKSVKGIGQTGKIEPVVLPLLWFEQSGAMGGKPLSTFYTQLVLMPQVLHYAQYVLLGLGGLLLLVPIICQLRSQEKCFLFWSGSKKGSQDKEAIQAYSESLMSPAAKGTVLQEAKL
LANA DNA inh: inhibitors of KSHV LANA C-terminal domain DNA binding. 0.078% of 340,000 active. inhibition, % at 9 µM. AID 504423. MBP-C-LANA/FAM-LBS DNA binding, fluorescence polarization;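 active = highest replicate inhibition at or above 60% at 9 µM, even if other replicates fall short; inactive = all replicates below 60% inhibition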;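 note: 0% = neutral control wells and 100% = 4 µM acridine orange control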
Keap1 Nrf2 FP: disrupts human Keap1 binding to Nrf2 peptide. 0.15% of 340,000 active. inhibition, % at 9.4 µM. Keap1 Kelch-Nrf2 peptide fluorescence polarization, 1536-well; in the data active = inhibition above about 12%;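 note: human Keap1 Kelch domain with fluorescein labeled Nrf2 9mer peptide probe; 0% = neutral control wells and 100% = peptide positive control; higher means more block of Keap1 binding to Nrf2 peptide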
Arr AP2 block: blocks beta-arrestin peptide binding to AP2 adaptin | AID 504490 | FITC-arrestin peptide / GST-AP2 beads, flow cytometry; AP2 beta2 appendage carries R879A mutation | inhibition, % at 10 µM | 0.31% of 340,000 active;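 active = inhibition above a set limit, near 3 SD of compounds lacking own fluorescence, cut at about 54% in these data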;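 note: plate controls were DMSO wells for no effect and 5 µM unlabelled arrestin peptide for full effect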
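Material – GST-tagged AP2 beta2-adaptin appendage (R879A) on 4 µm glutathione beads · Probe or stimulus – fluorescein-tagged arrestin peptide at 50 nM final · Timing – 12 min plus 1 h, RT · Detection – bead flow cytometry, FITC channel · Read-out basis – inhibition as reduced fluorescein signal on beads, percent · Medium – PBS plus Tween 20 (0.05%) and BSA (0.1%)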
PvdQ acylase: P. aeruginosa PvdQ acylase inhibition. purified PvdQ acylase, fluorescence plate reader. 0.063% of 340,000 active. inhibition, % at 10 µM. AID 488965; in the data active = inhibition above about 30%, passing the limit was not always enough;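 note: 0% = vehicle neutral wells and 100% = reference inhibitor wells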
NSD2 inh: NSD2 (human) methyltransferase inhibition | 0.54% of 310,000 active | AID 743445 | O96028 | inhibition, % at 12.5 µM | NSD2 peptide methylation, AlphaScreen, 120 min; in the data active = inhibition above about 50%
* hit, by the source's call; . = not tested or not shown.

Molecule	SR-BI DiI-HDL act	DAGLB inhibitor	RTF Ca sens inh	PKA-R2B act	SR-BI DiI inh	LANA DNA inh	Keap1 Nrf2 FP	Arr AP2 block	PvdQ acylase	NSD2 inh
Cc1c(O)ccc(C(=O)CN2CCN(c3ccccc3F)CC2)c1O	1	0	-4	6	-1	-1.0	-3	-4	-7	0
C=CCNC(=S)/N=c1/ccccn1CC	5	-1	4	-10	-5	0.2	-2	5	16	4
CCC1(C)Cc2c(sc3nc(SCC(=O)O)[nH]c(=O)c23)CO1 (centres undefined)	-5	0	1	-1	5	0.7	-4	-3	-9	10
Cn1c(=O)c2cnc(-c3ccc(C(F)(F)F)cc3)nc2n(C)c1=O	5	-1	-6	4	-5	-0.4	2	-1	-4	-4
Cc1ccc(CN2CCCC(C(=O)N3CCCC3)C2)cc1 (centres undefined)	4	1	-11	10	-4	5.6	-3	-8	-13	-1
Cc1cc(C(=O)Nc2sc3c(c2C#N)CCC(C)C3)no1 (centres undefined)	-2	-4	-4	0	2	0.2	3	2	-8	0
CCC1(c2ccc(F)cc2)NC(=O)N(CC(=O)N2CCN(C(=O)c3cccs3)CC2)C1=O (centres undefined)	6	-3	-1	-4	-6	-1.4	1	19	-1	0
CNC(=O)C1C2C=CC3(O2)C1C(=O)N(CCOC)C3C(=O)NCc1ccc(OC)cc1 (centres undefined)	33	0	0	1	-33	1.8	-7	-5	-14	11
Cc1ccc(CS(=O)(=O)CCC(=O)NCCC(C)C)cc1	27	-1	-4	-4	-27	-0.8	-2	-7	-10	-1
CCc1cc2c(SCC(=O)NC3CCS(=O)(=O)C3)ncnc2s1 (centres undefined)	24	2	-5	-5	-24	-0.5	1	12	2	-4
CN(CC(=O)Nc1ccc([N+](=O)[O-])cc1Br)Cc1c(F)cccc1Cl	.	-17	1	3	.	-0.1	1	-2	-4	3
CCN(CC)c1c(-c2ccccc2)c2cc(C)ccc2[nH]c1=O	17	4	-2	-5	-17	-1.9	-8	7	-6	.
CCNc1nc(NCC)nc(N(C)/N=C/c2ccco2)n1	19	-5	-2	3	-19	-2.7	-2	-6	-14	-3
CC(=O)Nc1ccc(NC(=O)C(C)OC(=O)CC2CCCCC2)cc1 (centres undefined)	21	0	-21	-12	-21	-5.7	1	6	-6	-2
N=C1C(c2ccccc2)=C(O)CN1c1cccc(S(=O)(=O)NCc2ccco2)c1	.	0	0	-8	.	-0.5	-1	35	0	-2
COc1ccc(C)cc1NC(=O)C(NCC1CCCO1)c1ccccc1 (centres undefined)	-8	-3	10	-3	8	-1.0	2	12	5	1
COc1ccccc1/C=C1\SC(=S)N(C(C(=O)O)c2ccccc2)C1=O (centres undefined)	.	9	-3	-9	.	-0.9	0	32	8	22
Nc1ncc(Br)cc1S(=O)(=O)NCCC(=O)NCCc1ccc(Cl)cc1	-12	4	-3	-14	12	1.0	2	9	-7	-2
CC(NC(=O)C1CCN(S(=O)(=O)c2cccc3cccnc23)CC1)c1ccccc1 (centres undefined)	1	4	0	8	-1	-2.9	-3	39	-4	1
COc1ccccc1NC(=O)Nc1nn(C)c2cccc(N(C)C)c12	-63	-1	4	-10	63	-0.2	1	7	-6	0
CC(C)CN1C(=O)c2ccc(C(=O)Nc3ccc(OCC(=O)O)cc3)cc2C1=O	-7	1	-5	0	7	0.6	-1	13	2	-2
C#CCOCCOCCOCCNc1nc(N2CCN(C(=O)Cn3cc(CCCCN)nn3)CC2)nc(N2CCN(C(=O)Cn3cc(CC(C)O)nn3)CC2)n1 (centres undefined)	12	-1	2	-21	-12	0.0	-7	6	-8	.
Cc1cc(C)nc(N2CCC(C(=O)NCc3ccccc3F)CC2)n1	13	0	-5	5	-13	-0.4	-2	-1	-5	0
COc1ccc(Cl)cc1N(CC(=O)NC1CC2CCC1C2)S(=O)(=O)c1ccccc1 (centres undefined)	7	-2	-7	-3	-7	0.2	0	14	2	0
Cc1cccc(NC(=S)NCc2ccco2)n1	-9	-1	-8	7	9	-1.8	1	-13	-18	0
COc1ccc(S(=O)(=O)Nc2cccc3c2O[C@H](CN(C)CC2CC2)[C@@H](C)CN([C@H](C)CO)C3=O)cc1	0	-3	2	13	0	-0.1	-3	.	12	.
O=S(=O)(O)c1ccc(SCc2ccccc2)nc1	20	2	-4	-1	-20	0.5	3	7	-3	-6
CC(=O)NC12CC3CC(C1)CC(C(=O)OCC(=O)Nc1c(F)cccc1F)(C3)C2	25	-2	1	3	-25	-0.9	-4	-12	10	-2
CC(OC(=O)c1nsc(Cl)c1Cl)C(=O)NCc1ccc2c(c1)OCO2 (centres undefined)	-4	-4	-6	-1	4	0.4	-2	18	-12	-1
C[C@H](CO)N1C[C@H](C)[C@@H](CN(C)Cc2ccc(Cl)c(Cl)c2)Oc2c(NS(=O)(=O)c3cccs3)cccc2C1=O	-15	-1	-17	5	15	0.1	-3	-4	6	.
CC(=O)C1(O)CCC2C3CC(C)C4=CC(=O)C=CC4(C)C3(F)C(O)CC21C (centres undefined)	12	0	1	-5	-12	-1.4	-6	-7	-12	3
CCC(=O)c1ccc(NC(C)=O)cc1O	9	-1	-2	-8	-9	-1.1	0	18	6	2
Brc1ccc(CNCC2CCCO2)cc1 (centres undefined)	12	2	4	3	-12	1.2	0	12	-10	-2
Cn1nc([N+](=O)[O-])nc1Oc1ccccc1N	-11	-2	2	-4	11	-0.1	-4	15	4	26
COc1ccc(CC2(C)OC(c3ccncc3)=NN2C(C)=O)cc1 (centres undefined)	13	-3	13	3	-13	0.6	-5	-17	-8	0
COc1cccc(N2C(=O)C3CCCN3C2c2ccc(N(C)C)cc2)c1 (centres undefined)	-2	-1	-2	0	2	4.7	-3	-1	-8	.
Cc1ccc(Cn2nnc3c(=O)[nH]c(C4CCN(S(=O)(=O)/C=C/c5ccccc5)CC4)nc32)cc1	18	3	-9	4	-18	-0.1	-2	9	-8	-8
COc1ccc(NS(=O)(=O)c2cccc(NC(=O)CCC(=O)c3ccc(Cl)cc3)c2)cc1	-36	-3	-11	-14	36	-0.3	4	1	-12	0
CC(=O)NC(C)c1ccc(C(=O)CSc2nnc(C3CC3)n2C2CC2)cc1 (centres undefined)	12	-1	0	-6	-12	0.9	-3	14	7	0
Nn1c(SCC(=O)Nc2ccc(Oc3ccccc3)cc2)nnc1C1CC1	6	0	-2	-11	-6	-1.0	-6	-6	-19	-1

The final two records of the section above are carried over, then new ones follow.
Molecule	SR-BI DiI-HDL act	DAGLB inhibitor	RTF Ca sens inh	PKA-R2B act	SR-BI DiI inh	LANA DNA inh	Keap1 Nrf2 FP	Arr AP2 block	PvdQ acylase	NSD2 inh
CC(=O)NC(C)c1ccc(C(=O)CSc2nnc(C3CC3)n2C2CC2)cc1 (centres undefined)	12	-1	0	-6	-12	0.9	-3	14	7	0
Nn1c(SCC(=O)Nc2ccc(Oc3ccccc3)cc2)nnc1C1CC1	6	0	-2	-11	-6	-1.0	-6	-6	-19	-1
CCOC(CNc1cc(C)nc2c(-c3ccccc3OC)c(C)nn12)OCC	-14	-2	-5	1	14	1.0	-4	-1	-10	-2
C=CCN1C(=O)CN=C1Nc1ccccc1	13	0	-3	-2	-13	1.8	-1	28	5	9
NC(=S)NNC(=O)Nc1cccc(Cl)c1	57	-1	11	-1	-57	0.6	-1	4	-14	-2
CN(Cc1nccs1)C(=O)c1ccc(OC2CCN(Cc3ccccn3)CC2)cc1	22	-1	3	10	-22	4.0	-1	21	4	1
CCOc1ccc(C(=O)N(Cc2ccccc2)c2cccc(C)c2)cc1OC	-12	-5	-2	-6	12	-0.2	2	-3	-14	-1
COc1ccnc(NCc2cccnc2)c1C#N	-22	1	-10	11	22	-0.6	-2	-9	-14	-3
COC(=O)CC1=C(C(=O)OC)C(c2cc(OC)c(OC)cc2OC)C(C#N)=C(N)O1 (centres undefined)	18	-1	-8	-4	-18	-0.8	2	7	1	6
O=C(Cn1ncc2c([nH]c3ccccc32)c1=O)Nc1cccnc1	-5	-1	6	9	5	-1.7	-1	-3	-3	-5
COc1ccccc1C(=O)c1cc2ccc(O)cc2oc1=O	6	0	0	-2	3	0.2	-3	1	-11	6
O=C(O)CSCC(=O)N1CCN(c2nc3cc(Cl)ccc3s2)CC1	12	0	-4	0	-12	0.8	-1	-6	0	3
O=C1C2C3C=CC(C3)C2C(=O)N1Cc1cccnc1 (centres undefined)	6	-9	-3	6	-6	1.7	-5	16	5	2
CN1CCN(CCCNC(=O)c2ccc3c(c2)N(Cc2ccc(F)cc2)CCS3)CC1	-29	2	0	-12	29	0.8	-4	-6	-19	20
O=C(O)c1sccc1SCc1ccc(Cl)c(Cl)c1	25	7	2	15	-25	-0.7	-4	3	-17	.
O=C(CCNS(=O)(=O)c1ccc(Br)cc1)N1CCCCCCC1	28	-1	0	-8	-28	0.7	-2	-1	10	-2
CCOC(=O)c1c(C)[nH]c(C)c1S(=O)(=O)N1CCN(C(=O)c2ccco2)CC1	3	-2	3	-6	-3	-0.8	-3	-1	-12	1
CCc1nnc(NC(=O)CSc2nnc(-c3c[nH]c4ccccc34)n2CCOC)s1	2	1	-9	15	-2	1.7	-3	1	-10	.

Compound activity as filed in PubChem.
